Source: PubChem BioAssay (National Center for Advancing Translational Sciences (NCATS))
CCT chaperon mod: High-Throughput Screening for Modulators of Cytosolic Chaperonin Activity. hit rate 0.3% among 360,000. purified chaperonin ATPase assay, HTRF ADP detection, 30 min. activity change, % (test concentration not listed), hits read low; in the data active = activity change below about -30%; note: % is set by controls: 0 for no effect and ±100 for the full control effect
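We incubate TRiC, 40 or 20 nM final, with library compounds at 76 uM and 10 uM ATP for 30 min at 37 °C. ADP formed is detected with Transcreener HTRF reagents after 30 min at room temperature.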
PTHR1 ag: qHTS for PTHR1 Agonists: Primary Screen. HEK293 GP2 PTHR1 cells, GloSensor cAMP luminescence, 1 h. Potency, µM (top dose mostly 115 µM), for the others: at the highest dose activation, hits mostly activators. hit rate 0.075% among 410,000; note: potency is the fitted concentration of half-maximal effect; nearly all actives have a fitted effect of over 55% in size; some results filed as inactive show a strong effect at the top dose; inactives centre near -15; many of its hits are not listed in these tables
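HEK-293-derived GP2 cells expressing PTHR1 and a GloSensor cAMP reporter, 3,000/well, plated overnight, given luciferin plus IBMX (each 0.5 mM as added) for 1 h at 37 °C, then compound for 1 h at 37 °C. Luminescence was read after 15 min at room temperature.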
D3 antag: qHTS of D3 Dopamine Receptor Antagonist: qHTS; AID 652054, 2013; hit rate 2.5% among 360,000; max response, negative = inhibition, %; D(3) dopamine receptor (Homo sapiens), P35462; D3R cells, DiscoveRx beta-arrestin luminescence, antagonist mode; hits give low values; in the data active = max response below about -50%; inconclusive = no clear call, values can overlap the other calls; note: % is set by controls: 0 for no effect and ±100 for the full control effect; mostly tested at two doses, the higher about 12 µM
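Cells plated overnight at 1500 cells/well, then exposed to library compounds with dopamine controls for 90 minutes at 37 degrees C. DiscoveRx reagent added for 30–60 minutes at room temperature; luminescence read, quantitative HTS format.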
EPAC2 agonist: qHTS for Agonist of cAMP-regulated guanine nucleotide exchange factor 4 (EPAC2): primary screen. Potency, µM (highest dose often 154 µM), without a hit: at the top dose activation, actives largely listed as activators. EPAC2 activation, biochemical qHTS; response scale: 100% = 6.5 mM cAMP response. hit rate 0.079% among 360,000; note: potency is the fitted concentration of half-maximal effect; nearly all actives have a fitted effect of over 50% in size
Target sequence (Q8WZA2 whole entry, looked up): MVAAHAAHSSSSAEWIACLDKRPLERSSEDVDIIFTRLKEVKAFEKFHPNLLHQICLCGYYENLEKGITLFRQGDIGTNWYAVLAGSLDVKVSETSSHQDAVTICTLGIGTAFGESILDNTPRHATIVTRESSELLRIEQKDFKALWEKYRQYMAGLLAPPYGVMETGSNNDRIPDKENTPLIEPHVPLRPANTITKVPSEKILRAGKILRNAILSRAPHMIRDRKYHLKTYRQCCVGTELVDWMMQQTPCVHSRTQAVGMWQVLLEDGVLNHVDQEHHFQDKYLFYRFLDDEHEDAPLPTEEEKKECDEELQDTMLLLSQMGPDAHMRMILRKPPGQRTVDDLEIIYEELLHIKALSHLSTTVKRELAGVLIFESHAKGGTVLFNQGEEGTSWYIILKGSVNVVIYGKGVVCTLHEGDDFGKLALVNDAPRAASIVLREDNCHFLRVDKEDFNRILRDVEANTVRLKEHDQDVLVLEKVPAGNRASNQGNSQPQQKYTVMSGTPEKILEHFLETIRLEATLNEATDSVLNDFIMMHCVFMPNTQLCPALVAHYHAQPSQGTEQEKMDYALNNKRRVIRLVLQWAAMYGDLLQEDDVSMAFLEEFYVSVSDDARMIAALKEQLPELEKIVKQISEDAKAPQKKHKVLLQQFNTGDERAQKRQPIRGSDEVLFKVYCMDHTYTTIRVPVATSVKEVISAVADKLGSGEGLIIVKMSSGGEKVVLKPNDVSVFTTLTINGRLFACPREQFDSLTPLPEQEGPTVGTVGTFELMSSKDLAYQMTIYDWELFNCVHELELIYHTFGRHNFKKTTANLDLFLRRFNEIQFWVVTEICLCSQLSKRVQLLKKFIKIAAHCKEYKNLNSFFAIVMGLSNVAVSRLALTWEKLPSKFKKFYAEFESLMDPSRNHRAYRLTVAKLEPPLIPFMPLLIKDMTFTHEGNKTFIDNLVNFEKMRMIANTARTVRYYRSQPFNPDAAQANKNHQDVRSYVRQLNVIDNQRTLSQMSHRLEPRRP
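Setup: EPAC2 100 nM, labeled Rap1B complex 250 nM, free GDP 50 uM. Compound titrations pinned in, brief spin, 5 min room temperature incubation. Kinetic fluorescence read over 30 min, normalized to 6.5 mM cAMP.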
EPAC2 antag: qHTS for Antagonist of cAMP-regulated guanine nucleotide exchange factor 2 (EPAC2): primary screen; hit rate 0.18% among 360,000; EPAC2 GEF exchange of Rap1B-BODIPY-GDP, fluorescence; AID 720708, 2013; Rap guanine nucleotide exchange factor 4 (Homo sapiens), Q8WZA2; Potency, µM (titrated, usually from 114 µM), without a hit: at the top dose activity, negative = inhibition, hits mostly inhibitors; note: potency is the fitted concentration of half-maximal effect; % is set by controls: 0 for no effect and ±100 for the full control effect; nearly all actives have a fitted effect of over 45% in size; many of its hits are not listed in these tables
pAkt inh: HTS Assay for Inhibitors of Akt Phophorylation: Primary Screen | hit rate 0.32% among 360,000 | Neuro2A IGF-stimulated pAkt S473 HTRF, 20 min; hits give low values | activity change, % for hits at 50 µM; in the data active = activity change below about -80%; inconclusive = mostly about -51% to -80%; note: % is set by controls: 0 for no effect and ±100 for the full control effect
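Neuro2A cells in DMEM with 0.5% FBS, overnight at 37 deg C, given compound at single 50 µM final, then IGF (6 nM final) for 20 min at 37 deg C. Lysed; phospho-Akt Ser473 by HTRF after 24 h, 665/615 ratio.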
DRD3 agonist: qHTS of D3 Dopamine Receptor Agonist: qHTS | D(3) dopamine receptor (Homo sapiens), P35462 | D3R DiscoveRx beta-arrestin cells, luminescence, 90 min | max activation, % | hit rate 0.58% among 410,000; in the data active = max activation above about 30%; note: 0% is about no effect; mostly tested at two doses, the higher about 12 µM
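Agonist mode: compounds and dopamine controls were applied to plated cells for 90 min at 37 degrees C after an overnight attachment at 1500 cells/well. Luminescent read-out followed 30 - 60 minutes at room temperature with DiscoveRx detection reagent.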
MmCpn inh: Inhibitors of TCP-1 ring complex (TRiC) of Methanococcus maripaludis (MmCpn): qHTS | Chaperonin Mm-Cpn (Methanococcus maripaludis) | purified Mm-Cpn ATPase, ADP Transcreener TR-FRET | Potency, µM (series often up to 76.9 µM), inactives show top-dose activity, negative = inhibition, usual class: inhibitors | hit rate 0.031% among 330,000 | AID 504842, 2011; note: potency is the fitted concentration of half-maximal effect; % is set by controls: 0 for no effect and ±100 for the full control effect; nearly all actives have a fitted effect of over 80% in size
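Measured: ADP formation by purified Mm-CPN. Conditions: 25 nM protein, 10 uM ATP, Tris pH 7.4 with Mg2+, K+ and DTT, 37°C for 30 min. Detection: Transcreener HTRF after 30 min at room temperature.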
Starred values were filed as active, the others as inactive; i = inactive; ? = inconclusive; nt = not tested or not shown; & = joins results of further samples; [ ] = another dose, or the depositor's remark. Unless noted, calls come from the whole dose curve; as a rule, active = well fitted curve in the direction sought with a large enough effect; inconclusive = small, poorly fitted or top-dose-only effect, or another doubt; inactive = no such curve, though single readings can be large; an effect the other way counts as inactive or inconclusive. Only part of the results is shown. The share of hits here may be higher or lower than overall.

SMILES	CCT chaperon mod	PTHR1 ag	D3 antag	EPAC2 agonist	EPAC2 antag	pAkt inh	DRD3 agonist	MmCpn inh
Cc1ccc(NC2CCCN(C(=O)Cc3nonc3C)C2)cc1C (stereo not given)	-1.3	-10%	-10	5%	-10%	i	-1	1%
O=C(Cn1cnc2c(cnn2-c2ccc(F)cc2)c1=O)N1CCN(c2ccccc2)CC1	-2.0	-22%	-10	-12%	-9%	i	-1	0%
Cc1c(N/C(=N/S(=O)(=O)c2cc([N+](=O)[O-])ccc2Cl)c2ccccc2)c(=O)n(-c2ccccc2)n1C	-3.9	i	-29	14%	-11%	i	-11	2%
Nc1nc(-c2ccccc2)cc(N2CCCCC2)n1	0.2	-24%[57.5 µM]	-14	5%	0%	i	1	0%
COc1ccc(Cl)cc1NC(=S)N1CCN(C(=O)C2CCCO2)CC1 (stereo not given)	-1.1	i	-2	5%	6%	i	-4	0%
O=C(O)CC1S/C(=N/N=C/c2ccc(-c3ccc(Cl)c([N+](=O)[O-])c3)o2)NC1=O (stereo not given)	0.0	-12%	-3	-4%	-3%	i	-9	1%
CCOC(=O)C1=C(C)NC2=C(C(=O)CCC2)C1c1coc2ccccc2c1=O (stereo not given)	-0.1	i	7	2%	4%	i	5	3%
CN1CC(c2ccc(Cl)c(Cl)c2)[C@@]2(COc3ccccc3C2=O)[C@@]12C(=O)Nc1ccccc12 (stereo not given in full)	-4.4	-6%[57.5 µM]	-10	7%	-5%	i	-8	-1%
O=C(COC(=O)c1ccc2ccccc2c1)Nc1ncc(C(F)(F)F)cc1Cl	-5.2	i	53	-9%	-6%	i	2	-1%
COc1ccc(/C=C2/SC(=O)N(CCNC(=O)CC(NC(C)=O)c3ccccc3)C2=O)cc1 (stereo not given)	0.9	i	-15	-6%	1%	i	8	0%
CC(C)(C)NC(=O)C(c1ccccc1)n1c(-c2ccc(-c3ccccc3)cc2)nc2ccccc21 (stereo not given)	nt	-21%	-7	11%	4%	i	27	nt
CC(C)NC(=O)N(O)C1N(Cc2ccc3c(c2)OCO3)C(=S)SC1(C)C (stereo not given)	-1.9	-17%	0	-3%	0%	i	-8	1%
CC1(c2nnc(-c3cccc(Cl)c3)o2)CC(c2ccccc2F)=NO1 (stereo not given)	-0.4	i	5	7%	-3%	i	-9	nt
COc1cc(NC(=O)C2CCCCC2)c(OC)cc1NC(=O)c1ccco1	-1.1	i	24	3%	-7%	i	0	-4%
O=C(NC1=NCCS1)c1ccccc1OCc1ccc(F)cc1	-2.5	-1%	10	8%	7%	i	6	0%
NC(=O)COC(=O)CCCc1c[nH]c2ccccc12	-1.6	-1%[57.5 µM]	-25	-19%	-11%[57.1 µM]	i	-2	-1%
Cc1cccc(NC(=O)c2nc[nH]c2C(=O)NCCCCCNC(=O)OC(C)(C)C)c1	-2.7	-62%[inhibitor]	25	-8%	-10%	i	12	-1%
CCOc1ccccc1NC(=O)CNC(=O)N1CC(=O)Nc2ccccc21	1.9	-25%	4	1%	2%	i	-7	-1%
COc1ccc(OC)c(CN2CCN(C(=O)c3cccc(S(=O)(=O)Nc4ccc(C)cc4)c3)CC2)c1	-2.8	-34%[inhibitor]	4	7%	-25%	i	-15	-2%
c1cncc(-c2noc(-c3ccco3)n2)c1	0.9	i	11	-12%	0%[57.1 µM]	i	3	1%
Cc1cc(C(=O)COC(=O)CC2Sc3ccccc3NC2=O)c(C)n1-c1cccc(C(F)(F)F)c1 (stereo not given)	0.9	-43%[inhibitor]	16	-14%	-16%	i	1	-3%
Cc1nc2sc(-c3ccccc3)nn2c(=O)c1Br	-0.4	-16%	13	3%	16%	i	2	-5%
CCc1ccccc1NC(=O)CCS(=O)(=O)c1ccc(OC)cc1	-0.4	-23%	-17	-5%	3%	i	-3	-1%
Cc1ccc(-c2cc(=O)[nH][nH]2)c(C)c1	0.4	-5%[57.5 µM]	-6	-14%	12%	i	1	0%
COc1ccc(/C=C2\SC(=O)N(CCNC(=O)C3CCN(S(=O)(=O)c4cccs4)CC3)C2=O)cc1	-3.5	-25%	8	10%	14%	i	12	1%
CCc1ccc(-c2nc(SCC(=O)c3c(N)n(C)c(=O)n(C)c3=O)n[nH]2)cc1	-1.6	-20%	-6	-3%	1%	i	-9	0%
CCc1ccc(/C=N/NC(=O)c2ccccn2)cc1	-1.5	-28%	8	5%	-7%	i	-14	4%
CCc1ccc(N(CC)C(=O)c2ccc3c(Cl)c4c(nc3c2)CCC4)cc1	-2.7	-34%[inhibitor]	16	0%	-19%	i	3	1%
Cc1ccc(-c2nc3ncccc3o2)cc1NC(=O)c1cccnc1	-2.3	-38%[inhibitor]	-21	11%	-2%	i	-2	3%
COCCNC(=O)CN(Cc1ccco1)C(=O)CCC(=O)Nc1nccs1	0.1	i	4	3%	14%	i	7	1%
O=C(Nc1ccccc1N1CCCC1)c1cccc(S(=O)(=O)N2CCOCC2)c1	1.0	i	-7	17%	-1%	i	0	1%
Cc1ccccc1NC(=O)c1ccc2ccccc2c1	0.6	-33%[inhibitor]	2	2%	0%	i	3	-3%
CN1CCN(c2ccc3c(c2)C2CC3CCN2C(=O)OCc2ccccc2)CC1 (stereo not given)	-0.4	i	?	7%	-8%	i	-64	nt
COc1ccc(NS(=O)(=O)c2cc3c(cc2C)NC(=O)CO3)c(OC)c1	1.0	-19%&-4%	8	0%	-1%	i	-3&3	0%
CCN(CC)c1ccc2nc3ccccc3[n+](CC)c2c1	-3.0	-31%[inhibitor]	-65*	-3%	-30%	i	-24	?
CCOc1ccccc1-c1nc(CN2CCCC2c2nccs2)c(C)o1 (stereo not given)	0.9	-8%	5	2%	9%	i	-10	-3%
CN(C)c1ccnc(SCc2ccccc2Cl)c1C#N	-0.2	-17%	25	23%	-1%	i	-1	1%
O=C(NC1CCCCC1)C(c1ccncc1)N(Cc1ccc2c(c1)OCO2)C(=O)C(F)(F)F (stereo not given)	-15	i	3	4%	-2%	i	-2	0%
COc1ccc(-c2nc3cc(NC(=O)c4ccc5c(c4)OCO5)ccc3o2)cc1	-3.6	-1%[57.5 µM]	16	-3%	-3%	?	2	3%
COc1cccc(NC(=O)c2ccccc2-c2ccccc2C(=O)O)c1	-0.1	-59%[inhibitor]	17	-1%	7%	i	-4	0%
COc1ccc(F)cc1S(=O)(=O)Nc1ccc(C)cc1	-1.9	i	-23	0%	-4%	i	-6	-1%
COc1cc(C2C3=C(CCCC3=O)Nc3ccc4ncccc4c32)ccc1O (stereo not given)	-0.5	-32%[inhibitor]	17	2%	-5%	i	0	-2%
O=C(COc1ccccc1)Nc1ccc2c(c1)Cc1cc(NC(=O)COc3ccccc3)ccc1-2	-1.4	-59%[inhibitor]	-6	14%	4%	i	1	-4%
S=C(NCC1CCCO1)c1ccc(Br)cc1 (stereo not given)	-1.1	-70%[inhibitor]	4	-3%	-3%	i	0	-1%
COc1ccc([C@H]2C[C@@H](O)[C@H](n3cc(COC(=O)c4ccccc4)nn3)CN2C(=O)c2cccs2)cc1	0.5	-19%	-10	8%	6%	i	-1	nt
COc1cccc(C(C)(O)c2nc(-c3cnc4ccccc4c3)cs2)c1 (stereo not given)	-0.4	-51%[inhibitor]	0	11%	7%	i	2	nt
COc1cccc(-c2nc3ccc(C(=O)NC(C)Cc4cccnc4)cc3o2)c1 (stereo not given)	-1.4	-33%[inhibitor]	45	20%	7%	i	10	-3%
O=C(c1cccc(-c2ccccc2)c1)N1CC[C@@H](N2CCC(O)CC2)[C@H](O)C1	-0.4	i	20	5%	2%	i	0	1%
CCOC(=O)C(=O)C1C(=O)Nc2ccccc21 (stereo not given)	0.7	i	-30	8%	12%	i	-2	1%
COC(=O)c1sc(S(=O)(=O)Nc2ccc(C)c(C)c2)c(C(=O)OC)c1C	1.7	-38%[inhibitor]	-7	7%	-29%	i	-3	0%

Given with two lines to a compound: entries from further up
Values in the order – CCT chaperon mod, PTHR1 ag, D3 antag, EPAC2 agonist, EPAC2 antag, pAkt inh, DRD3 agonist, MmCpn inh
> COc1ccc(F)cc1S(=O)(=O)Nc1ccc(C)cc1
  -1.9, i, -23, 0%, -4%, i, -6, -1%
> COc1cc(C2C3=C(CCCC3=O)Nc3ccc4ncccc4c32)ccc1O (stereo not given)
  -0.5, -32%[inhibitor], 17, 2%, -5%, i, 0, -2%
> O=C(COc1ccccc1)Nc1ccc2c(c1)Cc1cc(NC(=O)COc3ccccc3)ccc1-2
  -1.4, -59%[inhibitor], -6, 14%, 4%, i, 1, -4%
> S=C(NCC1CCCO1)c1ccc(Br)cc1 (stereo not given)
  -1.1, -70%[inhibitor], 4, -3%, -3%, i, 0, -1%
> COc1ccc([C@H]2C[C@@H](O)[C@H](n3cc(COC(=O)c4ccccc4)nn3)CN2C(=O)c2cccs2)cc1
  0.5, -19%, -10, 8%, 6%, i, -1, nt
> COc1cccc(C(C)(O)c2nc(-c3cnc4ccccc4c3)cs2)c1 (stereo not given)
  -0.4, -51%[inhibitor], 0, 11%, 7%, i, 2, nt
> COc1cccc(-c2nc3ccc(C(=O)NC(C)Cc4cccnc4)cc3o2)c1 (stereo not given)
  -1.4, -33%[inhibitor], 45, 20%, 7%, i, 10, -3%
> O=C(c1cccc(-c2ccccc2)c1)N1CC[C@@H](N2CCC(O)CC2)[C@H](O)C1
  -0.4, i, 20, 5%, 2%, i, 0, 1%
> CCOC(=O)C(=O)C1C(=O)Nc2ccccc21 (stereo not given)
  0.7, i, -30, 8%, 12%, i, -2, 1%
> COC(=O)c1sc(S(=O)(=O)Nc2ccc(C)c(C)c2)c(C(=O)OC)c1C
  1.7, -38%[inhibitor], -7, 7%, -29%, i, -3, 0%
